TAG inh: inhibitors of triacylglycerol accumulation, primary screen, cell-based, uHTS, fluorescence, H9c2 | H9c2 cells, Nile Red lipid (TAG) fluorescence; cells loaded with 200 µM oleic acid | inhibition, % at 12.5 µM | 230,000 tested, 0.66% active;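 active = pattern-corrected inhibition of lipid staining of at least 50% with the nuclear-stain viability signal not falling by more than 50%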;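 note: 0% = DMSO wells and 100% = triacsin C control wells; some results filed as inactive read as strong as hits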
TAG inh DAPI viability: also measured in TAG inh; calls as there; DAPI nuclei signal change (viability), lower = more cytotoxic, %;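 whole-well DAPI fluorescence read on a plate reader as a viability signal; minus 50 percent equals half of cells still viable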
Numbers without * were called inactive. Some of the compounds tested; rates above refer to the full screens.

structure	TAG inh	TAG inh DAPI viability
C=C(C)Cn1c(NCCOC)nc2c1c(=O)[nH]c(=O)n2C	-8	-3
COc1ccc(CN(C)C(=O)c2cccc(NS(=O)(=O)c3ccccc3)c2)c(OC)c1	7	0
COc1cc2c(cc1OC)CN(C(=O)CCNS(=O)(=O)c1ccc(Br)cc1)CC2	-46	-2
CCN(CC(=O)NCc1cccs1)C(=O)/C=C/c1ccc(Cl)c(Cl)c1	-12	-1
O=C(NC1CC1)c1ccc(CS(=O)c2ccccc2)o1 (stereo unspecified)	14	-3
COC(=O)[C@H](C(C)C)n1c(C)c(C(C)=O)c(C(C)=O)c1C	14	-18
Cc1ccccc1OCc1nnc(SCC(=O)NCc2ccco2)n1C	11	-15
O=C(NCCc1ccccc1)C(=O)NCC1CCCN1S(=O)(=O)c1cccs1 (stereo unspecified)	5	2
CCn1c(=O)c2c3c(sc2n2c(SCc4ccc(F)cc4)nnc12)CCCC3	6	5
CCOC(=O)N1CCC(NC(=O)C2CCN(c3nc(-c4ccc(OC)cc4)no3)CC2)CC1	-33	1
CC(Sc1nnc(C2CC2)n1C1CC1)C(=O)Nc1ccccc1C#N (stereo unspecified)	-4	2
CC(Oc1ccccc1)C(=O)N1CCN(S(=O)(=O)c2ccc(OC(F)(F)F)cc2)CC1 (stereo unspecified)	-24	64
c1ccn2c(CNc3ncnc4sccc34)nnc2c1	-11	6
O=C(Nc1cc(=O)[nH]c2nc(-c3ccccc3)nn12)c1ccccc1Cl	7	-11
Cc1ccc(Br)cc1S(=O)(=O)Nc1cccnc1	4	-2
COc1ccc(C(CC(=O)N2CCCC(C)C2)c2c(O)cc(OC)cc2OC)cc1 (stereo unspecified)	-8	2
COc1cc(F)cc(-c2ccc3c(c2)c(-c2cccs2)c(-c2cc(OC)cc(OC)c2)n3C)c1	-16	82
Cc1cc2c(cc1S(=O)(=O)CCC(=O)N1CC(C)CC(C)C1)OCC(=O)N2 (stereo unspecified)	0	-12
CCOc1ccc(NC(=O)CN2C(=O)C(C)SC(C)C2=O)cc1 (stereo unspecified)	1	-2
O=C(NCCc1ccc(Cl)cc1)c1ccc(S(=O)(=O)N2CCCC2)cc1	1	4
c1ccc2c(c1)nc(N1CCOCC1)c1nnnn12	6	-6
CCCC1(CCC)NC(=O)N(CC(=O)Nc2ccccc2OC)C1=O	24	5
Nc1ccc2nc[nH]c2c1	-8	3
Cc1ccccc1NC(=S)Nc1ccc2[nH]c(=O)[nH]c2c1	0	-2
CCCCN(CC)CCNC(=O)c1cc2c(=O)n(C)c3ccccc3c2n1C	22	5
O=C(Nc1cccc(-c2csc(Nc3ccccc3)n2)c1)c1ccccc1	22	4
CCCOc1c(Br)cc(C(=O)NCC)cc1OC	-1	2
O=C(O)CSc1nnc(C2CC2)n1-c1ccccc1	-13	10
OCCN1CCOCCOCCN(CCO)CCN(CCO)CC1	24	-7
O=C(CCC1CC(=O)Nc2ccccc21)NCc1cccnc1 (stereo unspecified)	8	2
C#CCCOC(=O)N1C2=NC(C(=O)OC)=C(C(=O)OC)[C@@H]3N(C)c4ccc(OC)cc4[C@]23C[C@H]1C(=O)OC	13	4
Cc1cc(C)c(NC(=O)CS(=O)CC(=O)Nc2cccnc2)c(C)c1 (stereo unspecified)	3	-8
C/C(CC(=O)NC1CCCCC1)=N\NC(=O)Cc1ccc(-c2ccccc2)cc1	6	1
O=c1[nH]c(CN2CCCCC2)nc2ccccc12	18	-8
Cc1cc(C)n(CC(=O)c2ccc(Cl)cc2)n1	3	-3
O=C(NCCCN1CCOCC1)c1ccc(CSCc2cccc(Cl)c2)o1	-5	6
COc1cccc(-c2sc3ccc(OC)cc3c2C#CC(C)(C)O)c1	-2	21
COc1cc(/C=N/NC(=O)c2cccnc2)ccc1OS(=O)(=O)c1ccc(C)cc1	7	3
COCCN(C(=S)Nc1cc(C)cc(C)c1)C(C)c1ccco1 (stereo unspecified)	-8	9
CCOC(=O)Cc1ccc(Nc2nc(NCc3ccccc3)nc3ccsc23)cc1	-12	19
Cc1ccc(-c2ccc(/C=N/N=C3/NC(=O)C(CC(=O)O)S3)o2)c([N+](=O)[O-])c1 (stereo unspecified)	-10	-1
Cc1ccc2nc(SCC(=O)N3CCCCC3)nc(=O)n2c1	-10	6
COc1cc(O)c(C(CC(=O)N2CCOCC2)c2ccc(N(C)C)cc2)c(OC)c1 (stereo unspecified)	2	-3
CCC(C)(C)C1CCC2(CC1)NC(=O)N(CC(=O)N1CCN(S(=O)(=O)c3cc(C)ccc3C)CC1)C2=O (stereo unspecified)	3	-3
CCc1ccc(-c2ccc(C(=O)O)cc2)nc1	-23	10
COc1cc(/C=N/Nc2nn3cnnc3c3ccccc23)cc(OC)c1OC	17	0
Cc1nc2cc(Cl)c(Cl)cc2n1CCCO	-3	15
O=C(Cc1ccc(Cl)cc1)NCc1ccccc1Cl	3	6
CN1CCN(c2ccc(Nc3ccnc4cc(Cl)ccc34)cc2)CC1	18	-1
Cc1nnc(NC(=O)c2ccncc2)s1	-5	-1
C=CCn1c(O)c2ccc(C(=O)N=NC(=O)c3ccc(F)cc3)cc2c1O	5	0
CC1CCCC(C)N1C(=O)COC(=O)c1ccc([N+](=O)[O-])o1 (stereo unspecified)	30	-13
Cc1cccc(NC(=O)c2ccc3nsnc3c2)c1C	2	-9
CC1CCC(NC(=O)C2CCC(CNS(=O)(=O)c3ccc4c(c3)C(C)(C)C(=O)N4C)CC2)CC1 (stereo unspecified)	-3	-5
COC(=O)C1=CN(Cc2ccc(OC)cc2)C=C(C(=O)OC)C1c1cccs1	-33	63
Cc1ccc(C(=O)CSc2nc3cc(S(=O)(=O)N4CCOCC4)ccc3o2)cc1	4	-12
CCCn1c(=O)c(C(=O)NCc2ccccn2)c(O)c2ccccc21	-1	0
CN(c1ccccc1)S(=O)(=O)c1cccc(C(=O)NCC(c2cccs2)N2CCOCC2)c1 (stereo unspecified)	-6	-1
CCC(C)(C)NC(=O)CN(C(=O)CCC(=O)Nc1cc(C)ccn1)c1ccc2c(c1)OCO2	-7	6
COCCNC(=O)C(c1ccc(O)cc1)N(C(=O)CCC(=O)Nc1nccs1)c1cccc(C)c1 (stereo unspecified)	4	-1

Single records, as listed above:
`CC1CCCC(C)N1C(=O)COC(=O)c1ccc([N+](=O)[O-])o1` (stereo unspecified) is listed as TAG inh = 30; TAG inh DAPI viability = -13
`Cc1nc2cc(Cl)c(Cl)cc2n1CCCO` is listed as TAG inh = -3; TAG inh DAPI viability = 15

(cont.)
structure	TAG inh	TAG inh DAPI viability
Cc1ccccc1CSc1nn2c(=O)c(C)nnc2s1	-2	2
Cc1cccc(/C(N)=N/OC(=O)N2c3ccccc3Sc3ccccc32)c1	2	11
CCOC(=O)N1CCC2CC1c1cc(-c3cccc(OC)c3)ccc12 (stereo unspecified)	-17	-2
CCOC(=O)c1ccc2[nH]c(C)c(CN3CCN(C)CC3)c(=O)c2c1	8	3
O=C(c1cccc(F)c1)N1CCN(c2cccc(C(F)(F)F)c2)CC1	10	-11
COC(=O)[C@H](CCSC)NC(=O)Nc1cc(C)ccc1C	1	-2
O=C1[C@@H]2C(Cc3ccc(O)cc3)NC3(C(=O)Nc4ccc(F)cc43)[C@@H]2C(=O)N1c1ccc(F)cc1 (stereo partly specified)	14	1
O=C(Cc1ccccc1)c1nnc(-c2ccccc2)o1	12	2
O=c1nc2ccccc2c(NS(=O)(=O)c2ccccc2)n1-c1ccccc1	-20	16
Cc1ccccc1Cn1cc(C)c(=O)[nH]c1=O	-3	11
N=c1ccn2c(n1)O[C@H]1[C@@H](CO)[C@H](O)O[C@H]12	36	-41
C=CC[C@@H](CC(=O)NCCO)C(=O)N[C@@H](C)COC(=O)[C@@H](CC=C)Cc1ccc(F)cc1	-16	-3
CN(CC(=O)Nc1ccc(N2CCOCC2)cc1)C(=O)CC(c1ccccc1)c1ccccc1	8	6
Cc1ccc(F)c(NC(=S)Nc2cccc3ccccc23)c1	-3	4
Cc1ccccc1Nc1nc(N)nc(CN2C(=O)NC3(CCCCC3C)C2=O)n1 (stereo unspecified)	5	-3

Sorted by count of non-hydrogen atoms (highest first): six of the compounds above
structure	TAG inh	TAG inh DAPI viability
O=C1[C@@H]2C(Cc3ccc(O)cc3)NC3(C(=O)Nc4ccc(F)cc43)[C@@H]2C(=O)N1c1ccc(F)cc1 (stereo partly specified)	14	1
Cc1ccccc1Nc1nc(N)nc(CN2C(=O)NC3(CCCCC3C)C2=O)n1 (stereo unspecified)	5	-3
O=c1nc2ccccc2c(NS(=O)(=O)c2ccccc2)n1-c1ccccc1	-20	16
COC(=O)[C@H](CCSC)NC(=O)Nc1cc(C)ccc1C	1	-2
Cc1ccccc1Cn1cc(C)c(=O)[nH]c1=O	-3	11
N=c1ccn2c(n1)O[C@H]1[C@@H](CO)[C@H](O)O[C@H]12	36	-41

The listing continues:
structure	TAG inh	TAG inh DAPI viability
CCCCn1c(N)c(N(CC)C(=O)c2c(C)noc2C)c(=O)[nH]c1=O	15	-16
CCOc1ccccc1N(CC(=O)NCC1CCCO1)C(=O)CCC(=O)Nc1ccccn1 (stereo unspecified)	2	8
CN1C(=O)c2ccc(C(=O)Nc3ccc(Br)cn3)cc2C1=O	20	-8
CS(=O)(=O)c1ccccc1-c1nnc(NC(=O)COc2ccc(Cl)cc2)o1	-12	0
Cn1c(=O)cc(Nc2ccccc2)c2c(=O)n(-c3ccccc3)c(=O)n(-c3ccccc3)c21	9	-7
NNC(=O)c1cc(S(=O)(=O)N2CCOCC2)c[nH]1	15	2
O=C(C(Cc1ccccc1)N1C(=O)c2ccccc2C1=O)N1c2ccccc2CCc2ccccc21 (stereo unspecified)	-34	-20
Cc1nn(C)c(Oc2cccc(C(F)(F)F)c2)c1C=O	12	-8
CC[C@]12c3[nH]c4cc(-c5ccco5)ccc4c3CCN1C(=O)[C@@H](CC(=O)NC(C)(C)C)C[C@@H]2C(=O)N1CCN(C(=O)C2CC2)CC1	-1	-7
CNC(=S)N1CCn2cccc2C1c1ccc(F)cc1 (stereo unspecified)	10	-14
Cc1ccc(-n2nc3c(=S)[nH]nc(C)c3c2C)cc1	2	-1
Cc1cccc(CCNC(=O)CC2C(=O)NCCN2Cc2ccc(F)c(F)c2)n1 (stereo unspecified)	1	-5
CCOc1ccc(CNC(=O)CCS(=O)(=O)Cc2cccc(Cl)c2)cc1OC	-6	1
COc1cc(OC)c2c(-c3ccccc3)cc(=O)oc2c1C(CC(=O)N1CCOCC1)c1ccc(N(C)C)cc1 (stereo unspecified)	6	-1
Cc1ccc(C(=O)c2cc3c(cc2N)OCCO3)cc1	1	-8
COc1cc(/C=N/NC(=O)CNC(=O)c2ccccc2)ccc1OC(=O)c1cccs1	-9	5
O=C(Nc1cc(Cl)ccc1O)c1cc2n(n1)C(C(F)(F)F)CC(c1ccc3c(c1)OCO3)N2 (stereo unspecified)	-99	-10
COc1ccc(CCNC(=O)c2cc(-c3ccccn3)nc3c(Cl)cccc23)cc1OC	12	0
CCCCC(=O)Nc1nnc(SCC(=O)N2CCN(c3ccccc3OC)CC2)s1	13	-3
Cc1nc(SC(C)C(=O)NC2CCCCC2C)c2c(C)c(C)sc2n1 (stereo unspecified)	-2	5
Cc1ccc(S(=O)(=O)Nc2ccc3c(c2)C(=O)NC3=O)cc1[N+](=O)[O-]	1	-3
CCN(CC)CCCNC(=S)N(CCO)Cc1cc2cc3c(cc2[nH]c1=O)OCCO3	-1	8
Cc1cc(C)nc(NNS(=O)(=O)c2ccc(F)c(Cl)c2)n1	-13	11
Cc1ccnc2nc(C(=O)NCc3ccccc3)nn12	-1	2
CCCOc1ccccc1N/C(N)=N/c1nc(C)cc(C)n1	3	-8
COc1cc(NC(=O)c2cc(Br)cc(C)c2OC)ccc1NC(=O)C(C)C	0	-4
O=C(COC(=O)c1c2c(nc3ccccc13)/C(=C\c1ccco1)CC2)NC1CCCC1	-14	6
Cc1ccc(S(=O)(=O)/N=C(/NC(=S)Nc2c(C)n(C)n(-c3ccccc3)c2=O)c2ccccc2)cc1	-11	-2
COc1ccccc1N1C(=O)C2C3C=CC(C3)C2C1=O (stereo unspecified)	-1	7
CCNC(=O)C1CCCN(C(=O)c2cc(OC)c(OC)c(OC)c2)CC1 (stereo unspecified)	10	-3
CC[C@H](C)[C@H]1CNC(=S)N1CC1CCN(CCC(C)C)CC1	5	6
CCNC(=O)NCCNC(=O)c1cc(OCC(F)(F)F)ccc1OCC(F)(F)F	13	1
COc1ccc(C2C(C(C)=O)=C(O)C(=O)N2CCO)c(OC)c1 (stereo unspecified)	-3	4
Cc1ccc(N/N=C2\CCS(=O)(=O)c3sccc32)cc1	-23	14
CN(C)S(=O)(=O)N(CCN1CCOCC1)Cc1ccccc1F	-6	-3
CCO[C@@H]1OC(C(=O)NCc2ccccc2)=C[C@H](C2CCCCC2)[C@H]1CCCO	20	-2
COc1ccc(Oc2coc3cc(OC(=O)c4cncc(Br)c4)ccc3c2=O)cc1	10	-23
OC(COc1ccccc1)CN(Cc1ccccc1)CC(O)COc1ccccc1 (stereo unspecified)	-30	8
Cc1occc1-c1nnc(SCC(=O)NCc2ccc3c(c2)OCO3)n1CC(C)C	8	-3
CCOc1ccc2[nH]c(=O)c(C(c3nnnn3Cc3ccco3)N3CCN(C)CC3)cc2c1 (stereo unspecified)	-8	15
